Compound activity deposited in PubChem by several laboratories.
Measles CPE: protection of cells from measles virus | Measles virus-infected cells, CPE protection, absorbance | protection (pct of control), % at 4 µM | 140,000 compounds, 1.5% hits | AID 841; in the data active = protection mostly above about 24%, no sharp cut-off; inactive = mostly below about 26%; also: some compounds called inactive have numbers as strong as hits
Yeast lifespan up: extends the lifespan of yeast | 130,000 compounds, 0.68% hits | S. cerevisiae growth with nicotinamide, OD615; deaD strain in restrictive glucose medium | inhibition of the nicotinamide effect, % at 10 µM;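 active = inhibition above a set limit, placed 3 SD over the median of all compounds, cut at about 26% in these data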;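 also: 0% = nicotinamide-treated wells and 100% = cells grown without nicotinamide; some compounds called inactive have numbers as strong as hits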
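Material: Modified budding yeast, DeaD strain | Medium: Restrictive glucose medium | Probe or stimulus: 1.5 mM nicotinamide | Dosing: Single dose 10 µM compound, 0.25% DMSO | Times: 48 h at 30 °C | Technique: OD615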
MRP-1 activ: MRP-1 activation; H69AR cells + doxorubicin, viability rescue, CellTiter-Glo; 140,000 compounds, 0.61% hits; viability increase, % at 10 µM;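 active = viability gain under doxorubicin at or above a set limit, the compound median plus 3 SD, cut at about 4.7% in these data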;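 also: MRP-1 overexpressing cells given doxorubicin 25 µM after compound pretreatment; 18-22 h compound pretreatment then 72 h with doxorubicin before readout; 0% = doxorubicin-only wells and 100% = vehicle-treated cells without doxorubicin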
GALR2 antag: blocks the human galanin receptor 2. GALR2-expressing cells, antagonist mode. O43603. AID 828. 140,000 compounds, 0.39% hits. inhibition, % at 4 µM; in the data active = inhibition above about 27%;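 also: cells stimulated with galanin 1-16 at roughly its EC80; 0% = agonist challenge control and 100% = basal control without agonist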
Target sequence (O43603 whole entry, looked up): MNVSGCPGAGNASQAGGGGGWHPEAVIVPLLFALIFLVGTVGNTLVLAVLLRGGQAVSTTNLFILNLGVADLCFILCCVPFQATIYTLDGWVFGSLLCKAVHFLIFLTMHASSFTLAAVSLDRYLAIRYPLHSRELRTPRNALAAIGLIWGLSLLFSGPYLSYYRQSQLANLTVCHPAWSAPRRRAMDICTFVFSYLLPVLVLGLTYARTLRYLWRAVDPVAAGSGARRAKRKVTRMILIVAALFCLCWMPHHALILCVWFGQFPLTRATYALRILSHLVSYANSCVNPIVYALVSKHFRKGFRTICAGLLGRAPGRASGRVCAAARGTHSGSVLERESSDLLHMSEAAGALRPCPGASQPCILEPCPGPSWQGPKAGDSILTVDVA
NPY-Y2 antag: antagonists of human neuropeptide Y receptor Y2; NPY-Y2 expressing cells, antagonist mode; inhibition, % at 2.7 µM; P49146; 140,000 compounds, 0.99% hits; in the data active = inhibition above about 17%;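 also: 0% = vehicle with agonist challenge and 100% = reference antagonist with challenge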
Target sequence (P49146 whole entry, looked up): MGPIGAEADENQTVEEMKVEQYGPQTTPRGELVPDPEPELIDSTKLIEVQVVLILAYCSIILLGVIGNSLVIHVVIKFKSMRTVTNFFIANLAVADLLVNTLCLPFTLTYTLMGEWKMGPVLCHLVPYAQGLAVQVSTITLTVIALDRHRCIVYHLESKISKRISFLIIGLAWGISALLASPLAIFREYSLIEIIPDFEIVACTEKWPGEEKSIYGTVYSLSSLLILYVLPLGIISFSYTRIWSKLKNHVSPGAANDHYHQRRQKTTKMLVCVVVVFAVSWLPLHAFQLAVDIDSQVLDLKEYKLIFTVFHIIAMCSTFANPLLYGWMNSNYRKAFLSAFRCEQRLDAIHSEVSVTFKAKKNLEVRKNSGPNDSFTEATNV
Yeast growth inh: reduces growth of yeast BB579 in restrictive medium | S. cerevisiae BB579 growth, OD615, 48 h | inhibition, % at 10 µM | 140,000 compounds, 0.51% hits;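 active = inhibition above a set limit, 3 SD over the mean compound inhibition, cut at about 44% in these data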; also: inactives centre near -24
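test system = yeast BB579 (DeaD) | buffer or medium = restrictive CSMM-D medium | doses = single compound dose of 10 µM, 0.25% DMSO final | times = 4 h preincubation and 48 h exposure at 30 °C | technique = culture absorbance at 615 nm | benchmarks = amphotericin B 10 µg/mL, positive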
HCT116 bCat-KO: beta-catenin-lacking colon tumor cell growth suppression. HCT116 beta-catenin knockout viability, CellTiter-Glo, 60 h; hits give low values. viability, % at 10 µM. 140,000 compounds, 1.5% hits. AID 818;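 active = viability at or under a set limit, the compound median less 4 SD, cut at about 6% in these data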;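 also: 0% = Hyamine 1622 control at 20 µM and 100% = untreated cell control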
E-sel TNF inh: TNF alpha driven E-selectin expression inhibition. HUVEC TNFa-induced E-selectin immunofluorescence, high content. AID 1246. inhibition, % at 2 µM. 120,000 compounds, 0.71% hits;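 active = inhibition above the batch mean plus 3 SD, and confirmed as a hit on visual image review, cut at about 43% in these data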;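 also: 0% = TNF-stimulated DMSO wells and 100% = unstimulated control wells; not every result past the cut was called active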
PTEN del growth: suppresses growth of cells with PTEN deletion | HCT116 PTEN-null viability, CellTiter-Glo, 60 h; hits give low values | viability, % at 10 µM | 140,000 compounds, 1.2% hits;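 active = viability at or below a set limit, 4 SD under the median of all tested compounds, cut at about 3.7% in these data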;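 also: PTEN knockout HCT116 line with beta catenin targeted HCT116 as companion control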
Phagocytosis inh: blocks phagocytosis by macrophages | 110,000 compounds, 0.07% hits | inhibition, % at 5 µM | AID 1029 | J774A.1 macrophage IgG-bead phagocytosis, imaging;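 active = inhibition above the mean of the plate negative controls plus 5 SD, cut at about 13% in these data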;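 also: phagocytic index as fraction of beads internalized from green versus red external bead signal; plate controls were DMSO negative control for no effect and cytochalasin-D positive control for full effect; some results beyond the cut were filed as inactive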
* = called active by the depositor; . = not tested or not shown. No enrichment for hits, and some 6.2% of all compounds hit somewhere here.

1: O=c1[nH]c(=O)n(Cc2ccco2)c2c1C(C(F)(F)F)(C(F)(F)F)N=C(CCc1ccccc1)N2
2: CCN(CC)C(=O)CSc1ncnc2sc(-c3ccccc3)cc12
3: C=CCn1c(SCC(=O)Nc2ccccc2)nc2scc(-c3cccs3)c2c1=O
4: O=C(NCCCN1CCOCC1)C(=O)N/N=C/c1ccccc1
5: CC1SCC(=O)N(CC(=O)Nc2ccc3c(c2)OCO3)C1=O (stereo not given)
6: O=C(Cc1ccc(Cl)cc1)Nc1cccc(-c2nnc(-c3ccco3)o2)c1
Assay by compound	1	2	3	4	5	6
Yeast growth inh	-20	-33	-19	-1	-24	-17
NPY-Y2 antag	1	6	2	2	1	5
HCT116 bCat-KO	49	71	83	99	87	19
Measles CPE	8	7	4	33	7	3
Yeast lifespan up	-17	-19	-7	-1	5	-15
E-sel TNF inh	-6	17	.	.	2	-5
Phagocytosis inh	.	-1	-2	-9	-5	.
GALR2 antag	-5	1	-5	9	-5	2
PTEN del growth	36	70	68	96	93	12
MRP-1 activ	-5.1	-2.5	-4.0	-0.5	0.3	-4.2

Entries by screen from above.
HCT116 bCat-KO, compounds 1–6 → 49, 71, 83, 99, 87, 19
NPY-Y2 antag, compounds 1–6 → 1, 6, 2, 2, 1, 5
Measles CPE, compounds 1–6 → 8, 7, 4, 33, 7, 3

The list continues.
7: c1ccc(CN=C2NN=C(c3cc4ccccc4o3)CS2)cc1
8: c1ccc(N2CCN(c3nnc(Cc4cccnc4)c4ccccc34)CC2)nc1
9: CCOc1ccc(C(=O)N2CCc3cc(OC)c(OC)cc3C2)cc1OCC
10: CCNc1nc(CC)nc2c1oc1ccccc12
11: CCCCc1ccc(NC(=S)Nc2cccnc2)cc1
12: Cc1ccc(NC(=O)OCc2cn(-c3ccc(Cl)cc3)nn2)cc1
Assay by compound	7	8	9	10	11	12
Yeast growth inh	-29	-30	-83	-37	-17	-43
NPY-Y2 antag	5	1	2	6	1	15
HCT116 bCat-KO	87	75	80	76	90	89
Measles CPE	6	21	9	5	10	8
Yeast lifespan up	-2	-1	-7	-16	-9	-19
E-sel TNF inh	.	.	.	-33	.	21
Phagocytosis inh	-2	.	-3	.	-12	1
GALR2 antag	6	-2	-9	22	3	0
PTEN del growth	85	68	87	78	105	97
MRP-1 activ	-3.1	0.1	-2.3	-0.3	-0.8	-1.3

13: O=C(CSc1ncnc2ccccc12)Nc1ccc2c(c1)OCO2
14: CCOC(=O)c1cc2c(ccn2C)n1CC(=O)N1CCN(c2ccccc2)CC1
15: CCCCOc1ccc(Cc2n[nH]c(=S)n2N)cc1
16: CCC1=Nc2cc(C(=O)O)ccc2Sc2ccc(Cl)cc21
17: COc1ccccc1-n1cnc2cc(C(=O)NCC3CCCO3)ccc21 (stereo not given)
18: CC(C)OC(=O)c1c(F)c(F)c(N2CCOCC2)c(F)c1F
Assay by compound	13	14	15	16	17	18
Yeast growth inh	-11	-10	-9	36	-18	-6
NPY-Y2 antag	4	6	4	4	5	3
HCT116 bCat-KO	87	98	96	86	96	82
Measles CPE	35	8	40*	5	2	4
Yeast lifespan up	-14	-11	2	-6	1	44*
E-sel TNF inh	-2	12	.	-20	14	.
Phagocytosis inh	-1	0	-3	.	-4	0
GALR2 antag	16	-1	-3	-3	0	6
PTEN del growth	84	82	98	102	100	.
MRP-1 activ	-3.9	0.0	-2.5	-2.4	-2.5	1.9

19: C=CCOc1ccc(CNc2ccc(NC(=O)CCC)cc2)cc1OCC
20: NC1=NC(=O)/C(=C/c2cn(CCC(=O)O)nc2-c2ccc(Cl)cc2)S1
21: COc1ccccc1NC(=O)CN1CCN(C(=O)c2ccco2)CC1
22: CCOC(=O)C1=C(CC)OC(N)=C(C#N)C1c1ccc(OC)cc1OC (stereo not given)
23: COc1ccc(OCc2nnc(SC3CCOC3=O)n2-c2ccccc2)cc1 (stereo not given)
24: C=CCN(CC(=O)NCc1ccccc1)C(=O)c1csnn1
Assay by compound	19	20	21	22	23	24
Yeast growth inh	-19	-20	-11	-5	-10	-23
NPY-Y2 antag	0	1	2	4	2	2
HCT116 bCat-KO	89	98	97	86	102	96
Measles CPE	8	6	26	22	20	27
Yeast lifespan up	-3	2	.	-1	-1	0
E-sel TNF inh	0	.	-19	-43	.	-5
Phagocytosis inh	-7	-6	.	.	-2	0
GALR2 antag	-8	-1	4	10	0	-4
PTEN del growth	96	103	104	91	103	101
MRP-1 activ	-5.0	5.5*	-2.4	-3.9	1.6	-0.5

25: CC(C)=C1SC(N2CCN(c3cccc(Cl)c3)CC2)=NC1=O
26: CC(C/C=N/NC(=O)COc1cc(Cl)ccc1Cl)c1ccccc1 (stereo not given)
27: CCOC(=O)CN(c1cccc(C(C)=O)c1)S(C)(=O)=O
28: O=C(c1ccco1)N1CCN(C(=O)C2CCN(S(=O)(=O)Cc3ccccc3)CC2)CC1
29: c1ccc2c(c1)nc(Nc1ccc3c(c1)OCO3)c1nnnn12
30: CCOC(=O)CN1CC23C=CC(O2)C(C(=O)NCCc2ccccc2)C3C1=O (stereo not given)
Assay by compound	25	26	27	28	29	30
Yeast growth inh	-32	-2	1	18	-40	-7
NPY-Y2 antag	2	4	3	-3	3	1
HCT116 bCat-KO	87	86	100	91	76	92
Measles CPE	6	9	11	21	8	7
Yeast lifespan up	-5	-8	-6	-9	-4	-6
E-sel TNF inh	.	-13	13	-14	0	20
Phagocytosis inh	17	.	-2	-1	0	0
GALR2 antag	13	8	-14	-7	11	7
PTEN del growth	85	87	101	109	62	92
MRP-1 activ	-1.8	-0.8	-0.1	-2.2	-4.8	-0.1

31: O=C(N/C(=C/c1cccnc1)C(=O)N1CCOCC1)c1ccccc1Br
32: Cc1ccc(Nc2cc(C)nc(NCc3ccccc3)n2)cc1
33: CCSc1nnc(N)s1
34: Cc1c(Cl)cccc1NC(=O)CN1CCN(CCO)CC1
35: Cc1ccc(C)c(OCC(=O)N/N=C/c2c(C)nn(-c3ccccc3)c2Cl)c1C
36: O=C(Oc1ccc2c(c1)O/C(=C\c1ccncc1)C2=O)c1ccccc1
Assay by compound	31	32	33	34	35	36
Yeast growth inh	-7	-5	-8	-46	-43	-41
NPY-Y2 antag	2	15	4	1	3	2
HCT116 bCat-KO	93	1.0*	95	95	2.1*	83
Measles CPE	9	18	4	5	13	40*
Yeast lifespan up	-1	-6	-3	-6	-1	23
E-sel TNF inh	.	.	9	-6	.	36
Phagocytosis inh	-1	-8	0	.	-3	.
GALR2 antag	8	10	7	-5	13	-1
PTEN del growth	95	1.0*	100	96	1.8*	70
MRP-1 activ	0.4	-5.1	-1.5	-4.0	-5.1	-4.2

37: Cc1cccc2nc(-c3ccccc3)nc(N3CCC(O)(c4ccc(Cl)cc4)CC3)c12
38: CCOC(=O)/C(C#N)=C/c1cc2ccccc2nc1N1CCOCC1
39: O=C(CCc1ccc(S(=O)(=O)N2CCOCC2)cc1)N/N=C/c1cccc(O)c1
40: C=CCn1cc(/C=N\NC(=O)c2cc3c(ccc4ccccc43)o2)c2ccccc21
41: Cc1ccccc1Cn1ccc(NC(=O)c2nc3ncccn3n2)n1
42: CS(=O)(=O)N1CCC(C(=O)NCCc2ccccc2)CC1
Assay by compound	37	38	39	40	41	42
Yeast growth inh	-31	-28	-29	-70	-32	-3
NPY-Y2 antag	3	0	0	2	-1	4
HCT116 bCat-KO	80	84	94	66	92	96
Measles CPE	4	10	15	14	11	13
Yeast lifespan up	8	1	0	-1	-9	-8
E-sel TNF inh	.	.	.	.	7	-27
Phagocytosis inh	-6	-16	-7	.	0	-1
GALR2 antag	-6	-5	4	-5	11	-3
PTEN del growth	73	91	90	64	85	97
MRP-1 activ	-3.5	-1.5	-2.0	-4.0	-0.3	-2.8

Retrieved by compound from the entries so far (2):
41: Cc1ccccc1Cn1ccc(NC(=O)c2nc3ncccn3n2)n1
42: CS(=O)(=O)N1CCC(C(=O)NCCc2ccccc2)CC1
Assay by compound	41	42
Yeast growth inh	-32	-3
NPY-Y2 antag	-1	4
HCT116 bCat-KO	92	96
Measles CPE	11	13
Yeast lifespan up	-9	-8
E-sel TNF inh	7	-27
Phagocytosis inh	0	-1
GALR2 antag	11	-3
PTEN del growth	85	97
MRP-1 activ	-0.3	-2.8

(next part)
43: COc1ccc(C(Cl)=C(c2ccc(OC)cc2)c2ccc(OC)cc2)cc1
44: CCOC(=O)N1CCN(c2c(NCc3ccc(Cl)cc3)c(=O)c2=O)CC1
45: CCC(=O)Nc1ccc(S(=O)(=O)NCc2ccco2)cc1
46: O=C(NCCCN1CCCCCC1)c1ccc(CS(=O)(=O)Cc2ccccc2F)o1
47: CCOc1ccc(S(=O)(=O)N2CCN(S(=O)(=O)c3ccc(OCC)cc3)C(C)C2)cc1 (stereo not given)
48: CCOc1ccccc1Oc1cn[nH]c1-c1ccc(OC)cc1O
Assay by compound	43	44	45	46	47	48
Yeast growth inh	-38	-30	-34	-39	-37	-35
NPY-Y2 antag	6	2	-1	-1	-5	1
HCT116 bCat-KO	75	14	103	77	77	70
Measles CPE	2	4	3	2	24	.
Yeast lifespan up	10	-3	-6	-6	.	-5
E-sel TNF inh	.	-3	-15	-27	7	21
Phagocytosis inh	.	0	.	.	0	0
GALR2 antag	-2	6	4	6	5	7
PTEN del growth	62	16	100	76	80	73
MRP-1 activ	-1.6	-3.3	-2.2	-3.8	-4.6	-2.1

49: CCc1ccc(NC(=O)COn2nnc3ccc(S(=O)(=O)N(C)C)cc32)cc1
50: CC(C)n1cc(/C=C2/SC(=O)N(CC(=O)N3CCCC3)C2=O)c2ccccc21
51: CCOC(=O)c1nn(-c2c(C)n(C)n(-c3ccccc3)c2=O)cc1O
52: O=C(O)CN(Cc1ccccc1)S(=O)(=O)c1ccc(F)cc1
53: O=C(N/N=C/C1C(c2ccccc2)C1(Cl)Cl)c1cccc(Br)c1 (stereo not given)
Assay by compound	49	50	51	52	53
Yeast growth inh	-38	-10	-40	2	-53
NPY-Y2 antag	3	0	-1	-2	4
HCT116 bCat-KO	41	78	91	96	87
Measles CPE	8	2	6	8	6
Yeast lifespan up	-21	-7	-5	-9	-21
E-sel TNF inh	.	28	.	-12	-28
Phagocytosis inh	0	0	-1	0	-2
GALR2 antag	-2	-4	-7	3	-8
PTEN del growth	41	77	104	95	92
MRP-1 activ	-5.8	-2.0	-0.1	-0.1	-3.6
